KCNH2 3.1 block: inhibitors of human KCNH2 3.1 potassium channel isoform; U2OS KCNH2 3.1, thallium flux FluxOr; stronger effect = lower value; activity change, % (tested at about 1.8 µM); actives 0.95% (n = 340,000); AID 720553;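 active = maximum activity change below -70%; inconclusive = maximum activity change from -70% to -50%; inactive = maximum activity change above -50%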;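 also: thallium influx rate constant from kinetic fluorescence after stimulation buffer; % is scaled to controls: 0 for no effect and ±100 for the full control effect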
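Virally transduced U2OS (3.1 isoform, 4 h infection in dark at RT) → overnight 37 C → FluxOr + Red40 in HBSS/HEPES, 45 min → stimulation buffer, 2 min kinetic read → rate constant vs DMSO controls.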
VP16 counter: counter-screen for ROR gamma inhibitors: Gal4-VP16 reporter; Drosophila S2 Gal4-VP16 UAS-luciferase, luminescence, 20 h; Potency, µM (highest dose often 53.6 µM), for the others: at the highest dose activity, negative = inhibition, actives largely listed as inhibitors; actives 3.5% (n = 310,000);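 also: Gal4-VP16 expression switched on by copper sulfate through the metallothionein promoter; potency is read from the fitted curve at half-maximal effect; % is scaled to controls: 0 for no effect and ±100 for the full control effect; nearly all actives have a fitted effect of over 50% in size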
RORgamma inh: inhibitors of mouse ROR gamma transcriptional activity; P51450; Drosophila S2 Gal4-RORgamma UAS-luciferase reporter, 20 h; Potency, µM (series often up to 53.6 µM), inactives show at the top dose activity change, negative = inhibition, actives largely listed as inhibitors; actives 5.4% (n = 310,000); AID 2551; also: potency is read from the fitted curve at half-maximal effect; % is scaled to controls: 0 for no effect and ±100 for the full control effect; nearly all actives have a fitted effect of over 60% in size
Target sequence (P51450 whole entry, looked up, the tested form may be a part): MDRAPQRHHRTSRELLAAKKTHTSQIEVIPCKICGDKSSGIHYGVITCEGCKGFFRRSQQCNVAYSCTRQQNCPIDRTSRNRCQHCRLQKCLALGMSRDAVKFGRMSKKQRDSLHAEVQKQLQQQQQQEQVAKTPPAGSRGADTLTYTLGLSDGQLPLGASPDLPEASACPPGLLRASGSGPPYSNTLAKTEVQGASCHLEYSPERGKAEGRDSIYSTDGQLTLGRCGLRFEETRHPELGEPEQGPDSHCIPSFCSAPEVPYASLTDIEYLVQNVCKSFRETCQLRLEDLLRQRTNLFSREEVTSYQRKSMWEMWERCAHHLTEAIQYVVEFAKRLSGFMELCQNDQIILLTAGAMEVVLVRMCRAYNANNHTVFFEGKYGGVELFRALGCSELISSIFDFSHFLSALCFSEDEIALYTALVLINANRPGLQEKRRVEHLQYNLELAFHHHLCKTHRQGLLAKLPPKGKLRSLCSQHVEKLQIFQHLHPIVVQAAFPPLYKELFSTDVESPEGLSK
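Compounds are pin-transferred onto Drosophila Schneider cells expressing a copper-inducible Gal4–ROR gamma transactivation domain fusion. After 1 hr, copper sulfate is added to 700 uM final; luciferase is read 20 hr later.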
Tb PFK block: blocks T. brucei phosphofructokinase; O15648; Potency, µM (top dose mostly 57.5 µM), without a hit: at the highest dose activity, negative = inhibition, actives largely listed as inhibitors; T. brucei PFK, ADP-Glo luminescence; actives 0.17% (n = 330,000);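 also: potency is read from the fitted curve at half-maximal effect; 0% = uninhibited 1x PFK enzyme wells and -100% = no-enzyme wells; nearly all actives have a fitted effect of over 60% in size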
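Activity is normalized to no-enzyme wells (full inhibition) and 1.25 nM enzyme wells (no inhibition). Reaction: 0.5 mM F6P, 0.1 mM ATP, 45 min RT, ADP-Glo luminescence; concentration-response curves fitted and classed by quality.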
Giardia killer: kills Giardia lamblia | Giardia lamblia trophozoite viability | activity change, % at 7.66 µM, hits read low | actives 0.15% (n = 340,000); in the data active = activity change below about -80%; inconclusive = between about -30% and that limit;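 also: parasites exposed to compound for two days anaerobically before the ATP read; % is scaled to controls: 0 for no effect and ±100 for the full control effect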
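Trophozoites 100 cells/well + cpd; 48 hrs, 37 deg C, anaerobic. ATPLite 1-Step added, 15-30 min RT, luminescence read (ATP-based viability).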
uPA generation: blocks generation of uPA at the cell surface | cell surface uPA generation assay, qHTS | Potency, µM (titrated, usually from 38.3 µM), for inactives: top-dose activity change, negative = inhibition, actives largely listed as inhibitors | actives 0.31% (n = 330,000) | AID 540303; active = well fitted inhibition curve with a large enough effect; inconclusive = small, poorly fitted or top-dose-only effect; inactive = no such curve, though single readings can be large or run the other way; tested in mouse RAW 264.7 cells; also: potency is read from the fitted curve at half-maximal effect; % is scaled to controls: 0 for no effect and ±100 for the full control effect; nearly all actives have a fitted effect of over 55% in size
FBPA coupling cs: inhibits coupling enzyme system, counter-screen for aldolase hits. coupling enzyme system counterscreen, AmpLite Red fluorescence. activity change, negative = inhibition, % at 58.2 µM, hits read low. actives 0.67% (n = 290,000). AID 2472; in the data active = activity change below about -30%; also: % is scaled to controls: 0 for no effect and ±100 for the full control effect
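Coupling enzymes only (glyceraldehyde-3-phosphate) + compound, at 57.5 uM final, 10 min RT; add substrate/coupling/AmpLite Red mix, 20 min RT; fluorescence ex 525/em 598 nm. Actives flag coupling-system interference.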
FLuc modulator: firefly luciferase modulation, counter-screen for miR-21 project; actives 6.9% (n = 360,000); purified FLuc, Km substrates, luminescence inhibition; P08659; Potency, µM (top dose mostly 57.5 µM), for inactives: at the highest dose activity change, negative = inhibition, most hits filed as inhibitors;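 also: potency is read from the fitted curve at half-maximal effect; plate controls were vehicle for no effect and reference inhibitor for full effect; nearly all actives have a fitted effect of over 55% in size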
Target sequence (P08659 whole entry, looked up): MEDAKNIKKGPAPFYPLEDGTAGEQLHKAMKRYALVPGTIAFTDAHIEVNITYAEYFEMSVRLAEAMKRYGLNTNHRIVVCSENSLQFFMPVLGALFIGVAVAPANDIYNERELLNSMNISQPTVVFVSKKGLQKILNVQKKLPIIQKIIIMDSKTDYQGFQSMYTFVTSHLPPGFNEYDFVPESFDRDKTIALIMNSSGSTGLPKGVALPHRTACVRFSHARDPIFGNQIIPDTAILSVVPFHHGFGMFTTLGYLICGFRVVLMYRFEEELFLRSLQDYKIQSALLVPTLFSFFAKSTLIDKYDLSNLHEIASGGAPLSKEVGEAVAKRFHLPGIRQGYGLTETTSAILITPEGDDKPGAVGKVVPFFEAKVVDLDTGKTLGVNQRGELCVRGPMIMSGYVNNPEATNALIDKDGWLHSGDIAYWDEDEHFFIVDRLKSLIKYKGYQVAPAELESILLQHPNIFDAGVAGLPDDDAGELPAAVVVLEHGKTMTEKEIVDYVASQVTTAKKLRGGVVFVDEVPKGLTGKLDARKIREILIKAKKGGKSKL
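Purified P. pyralis luciferase, 10 nM final, with Km-level 10 uM D-luciferin and 10 uM ATP in 50 mM Tris acetate pH 7.5, 10 mM Mg acetate, 0.01% Tween-20, 0.05% BSA; 6-point qHTS titration about 60 µM downward; luminescence read.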
Rab9 prom act: Rab9 promoter activation | Huh7 Rab9 promoter-luciferase reporter, luminescence, 24 h | Potency, µM (series often up to 9.22 µM), without a hit: at the top dose activation, negative = inhibition, hits mostly activators | AID 485297 | actives 2.8% (n = 320,000); also: potency is read from the fitted curve at half-maximal effect; % of control where 0% means no effect; nearly all actives have a fitted effect of over 60% in size
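Luminescence from Amplite-detected luciferase (10 minutes, ambient) reports Rab9 promoter activation. Before that, stable Rab9-luciferase Huh7 cells (1500/well, reduced-serum OP-MEM I plus 10% FBS) were exposed to compound for 24 hours at 37C.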
ELG1 genotoxic: inducers of genotoxicity in HEK293T ELG1-luciferase cells; HEK293T ELG1-luciferase reporter, luminescence, 16 h; Potency, µM (series often up to 46 µM), inactives show top-dose activity change, positive = activation, most hits filed as activators; actives 1.3% (n = 330,000); AID 504466; also: potency is read from the fitted curve at half-maximal effect; % of control where 0% means no effect; nearly all actives have a fitted effect of over 60% in size
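Genotoxic stress is detected as increased luminescence from luciferase-tagged ELG1 in HEK293T cells, measured with ONE-Glo after a 16 hr treatment at 37 °C.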
NPC1 prom act: NPC1 promoter activation | Huh7 NPC1 promoter luciferase reporter, 24 h | Potency, µM (series often up to 9.22 µM), without a hit: at the highest dose activation, hits mostly activators | actives 2.4% (n = 320,000);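 also: potency is read from the fitted curve at half-maximal effect; % of control where 0% means no effect; nearly all actives have a fitted effect of over 60% in size; reporter is driven by a mutant NPC1 promoter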
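Luciferase expression driven by the NPC1 promoter was measured in stably transfected Huh7 cells after a 24 h compound incubation, using a luciferase reagent and a luminescence read.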
Numbers without * were called inactive; ? = inconclusive; nt = no result given; & = joins results of further samples; [ ] = another dose, or the depositor's remark. Unless noted, calls follow the shape of the dose curve; as a rule, active = well fitted curve in the direction sought with a large enough effect; inconclusive = small, poorly fitted or top-dose-only effect, or another doubt; inactive = no such curve, though single readings can be large; an effect the other way counts as inactive or inconclusive. This is a random part of the collection (roughly 14% active in at least one column).

SMILES	KCNH2 3.1 block	VP16 counter	RORgamma inh	Tb PFK block	Giardia killer	uPA generation	FBPA coupling cs	FLuc modulator	Rab9 prom act	ELG1 genotoxic	NPC1 prom act
COc1ccc(CN(C)C(=O)c2ccccc2Sc2ccccc2C#N)c(OC)c1	1.0	-0.2%	22.6%	2.9%	-25.2	3.6%	nt	0.5%	-5.1%	-4.0%	1.2%
Cc1ccc(S(=O)(=O)N(C)CC(=O)O/N=C(\N)c2ccccn2)cc1	-8.7	3.7%	?	5.0%[0.46 µM]	10.5	1.9%	0.3	-7.4%	11.7%	0.7%	2.6%
CCOCC(=O)Nc1nc(C)cc(C)n1	-1.6	-2.6%	24.5%	-7.4%	?	0.5%	0.3	1.5%	1.4%	0.0%	-2.7%
OC(c1ccc(Cl)cc1)c1nnc(-c2ccccc2)o1 (stereo unspecified)	5.6	23.3%	?	-5.7%	5.2	-0.5%	-0.6	?	9.1%	0.2%	12.0%
CC1CCCN(S(=O)(=O)c2ccc(NC(=O)CCN3C(=O)c4ccccc4C3=O)cc2)C1 (stereo unspecified)	20.2	2.0%	14.1%	2.2%	-10.7	1.2%	-1.7	-0.9%	-6.9%	-0.9%	-5.5%
O=C(Nc1cccc(OC(=O)c2ccco2)c1)c1ccco1	10.8	-0.3%	44.8%	-2.5%	-8.9	-4.7%	2.6	-5.8%	-1.2%	12.9%	2.1%
COc1ccc(N(C(=O)CNC(=O)c2ccco2)C(C(=O)NC2CCCC2)c2cccnc2)cc1 (stereo unspecified)	16.5	3.2%	10.7%	-3.8%	?	-0.4%	-2.2	3.0%	-6.5%	-0.4%	-1.4%
COC(=O)CCCC1=CC2=CC(=O)C(C)(OC(=O)c3cccs3)C(=O)C2=CN1Cc1ccccc1 (stereo unspecified)	-11.5	7.3%	-15.6%	2.9%	26.7	-1.2%	-13.2&-29.0	6.8%	-4.7%	0.3%	-1.9%
CCOC(=O)c1sc2ncn(/N=C/c3ccccn3)c(=O)c2c1C	nt	-5.8%	-5.0%	-3.6%	nt	nt	-0.9	-0.4%	-3.5%	2.2%	0.8%
O=C(Nc1ccccc1Cl)c1cc(=O)c2ccccc2o1	10.5	-1.6%	13.6%	2.2%	3.0	-1.5%	1.3	15.1µM*	?	?	3.55µM*
CC1c2ccsc2CCN1C(=O)NC(=O)c1ccc(Cl)cc1 (stereo unspecified)	8.6	-3.6%	12.4%	1.0%	37.0[activator]	1.0%	0.1	5.4%	1.0%	-0.4%	-0.4%
C[C@@H](C(=O)O)[C@H]1C[C@]1(C)[C@H](NC(=O)OCc1ccccc1)c1ccccc1	nt	-3.0%&5.7%	?	8.1%	7.4	-3.1%	11.8&10.4	0.2%	-6.0%	1.2%	-4.3%
CCCCN(C)Cc1c(C)[nH]c2c(Cl)cccc2c1=O	1.4	12.3%[0.365 µM]	9.4%	-4.6%	5.9	1.7%	-0.1	-5.9%	-6.1%	1.1%	1.3%
Nc1ncnc2c1ncn2[C@@H]1O[C@H](CNCc2ccccc2)[C@@H](O)[C@H]1O	-19.1	nt	nt	4.9%	7.7	11.4%	nt	nt	nt	2.1%	nt
c1ccc(C2=NNC(=NCc3ccc4c(c3)OCO4)SC2)cc1	0.7	?	?	-1.7%	-8.3	0.0%	0.5	26.9µM*	?	12.8%	?
COc1ccc(S[C@@H](CCN2CC[C@H](NC(=O)OCc3ccccc3)CCC2=O)c2ccccc2)cc1	-9.3	nt	nt	3.5%	16.9	-7.4%	nt	nt	nt	-4.5%	nt
CC(=O)c1ccc(OCC(=O)Nc2ccccc2N2CCCC2)cc1	7.9	1.0%	38.3%	0.7%	10.6	2.6%	nt	1.1%	11.0%	-13.5%	1.5%
Cc1ccc(C2C(C#N)=C(N)Oc3cc4c(cc32)OCO4)cc1 (stereo unspecified)	-5.7	-11.8%	-6.5%	-7.8%	-7.4	-9.5%	-0.4	-10.1%	-0.6%	-3.6%	-4.6%
COc1ccc(/C=N/n2cnc3c(sc(=S)n3-c3ccccc3)c2=O)cc1	-14.7	-11.5%	12.3%	0.2%	9.8	3.5%	3.3	-7.1%	-10.2%	-2.4%	-8.2%
C=CCNC(=O)c1ccc(C2SCC(=O)N2Cc2ccco2)cc1 (stereo unspecified)	10.2	-21.6%[10 µM]	21.8%	?	14.3	-0.3%	1.1	2.2%	-15.4%	6.3%	-3.6%
CCOP(=O)(/C(C#N)=C(\C)O)c1ccccc1 (stereo unspecified)	0.3	-6.7%	7.6%	-2.8%	-10.2	17.8%	0.0	-2.4%	-3.1%	-0.7%	1.3%
O=C(CCn1ccc([N+](=O)[O-])n1)NC1CCCCCC1	12.0	4.3%	5.6%	-0.8%	?	5.2%	-0.1	1.3%	-3.2%	-1.7%	-5.9%
COc1ccccc1CN(CC(=O)NCc1ccco1)C(=O)CNS(=O)(=O)c1ccccc1	12.0	-2.4%	21.0%	-6.7%	0.0	1.3%	0.4	-1.8%	-4.6%	-0.9%	-1.7%
COc1ccc2nc(N/C(N)=N/C(=S)Nc3cccc(C)c3)nc(C)c2c1	-19.1	4.47µM*	3.55µM*	-6.6%	-12.8	-1.6%	1.2	?	-4.6%	-4.0%	-2.8%
Cc1cccc(C)c1NC(=O)CN(C)C(=O)CSCc1c(C)noc1C	1.9	nt	nt	-11.3%	10.3	10.1%	nt	-0.7%	-5.8%	-3.7%	-0.6%
COc1ccccc1NC(=O)COc1ccc(CO)cc1Cl	7.2	-9.7%	19.4%	-7.4%	0.9	-4.6%	0.9	6.75µM*	?	14.6µM*	?
c1ccc(-c2nc(N3CCCC3)nc3ccccc23)cc1	2.9	-15.3%	-8.0%	-6.4%	-7.5	-7.2%	9.4	-3.9%	-6.9%	0.1%	2.2%
COc1cc(-c2c(NC(=O)c3ccco3)oc3c(C)cccc3c2=O)cc(OC)c1OC	6.6	5.1%	19.2%	-6.4%	?	-5.2%	nt	0.0%	-1.0%	-4.3%	1.7%
CC1CC(C)CN(C(=O)c2ccc3ccccc3c2)C1 (stereo unspecified)	-23.4	nt	nt	-3.1%	-12.8	3.9%	nt	-3.9%	18.4%	0.7%	0.6%
CC(=O)Nc1ccc(NC(=O)CN(C)CCC#N)cc1	1.1	0.8%	-3.9%	0.7%	-1.9	-0.6%	-0.1	1.3%	-3.7%	2.6%	-1.0%
Cc1ccc(NC(=O)CN(C)C(=O)C(c2ccccc2)c2ccccc2)cc1	-8.1	nt	nt	0.1%	5.6	-8.1%	nt	-1.9%	-0.7%	2.3%	-0.1%
O=C(Cc1ccsc1)N1CCc2c([nH]c3ccccc23)C1c1ccccn1 (stereo unspecified)	8.0	?	24.1%	-1.1%	5.0	1.2%	-11.6	-10.4%	-1.0%	-0.2%	-1.6%
CCOc1ccccc1N1CCN(C(=O)c2ccc3c(c2)OCO3)CC1	-9.3	-1.2%	-14.5%	0.6%	-15.5	-3.4%	nt	1.1%	-7.9%	-8.9%	-8.1%
COc1ccc(C(C(=O)NC2CCCC2)N(CCO)C(=O)Cn2nnc(-c3ccc(C)o3)n2)cc1OC (stereo unspecified)	-4.2	-18.7%	-20.9%	-3.9%	-3.2	2.7%	4.1	-6.1%	4.1%	-1.4%	-6.4%
O=C(CSCc1c(Cl)cccc1Cl)NCC1CCCO1 (stereo unspecified)	6.9	-2.0%	1.9%	2.1%	-14.5	0.1%	-1.3	1.0%	5.9%	1.1%	-1.1%
O=C(O)c1ccc(NCc2nc3ccccc3n2Cc2ccccc2)cc1	12.5	18.9%	1.9%	3.3%	10.8	-1.0%	12.8	-4.0%	1.8%	1.5%	0.4%
Cc1nc(-c2nc(C(=O)NNS(C)(=O)=O)cs2)cs1	4.1	-1.5%	3.7%	0.3%	-7.4	0.8%	0.9	6.7%	3.2%	0.2%	-1.9%
O=C(c1ccco1)N1CCN(S(=O)(=O)Cc2ccccc2Cl)CC1	2.5	-15.8%	41.4%	-2.3%	-9.6	-0.7%	7.4	-7.4%	4.7%	-4.6%	1.8%
Cc1ccc(OCC(=O)N/N=C/c2ccncc2)cc1C	11.3	-5.6%	18.7%	-7.2%	-2.8	4.3%	-2.0	-16.0%	1.1%	0.9%	5.2%
Cc1cnc(C(=O)N2CCCC(C(=O)c3ccc(Cl)cc3C)C2)cn1 (stereo unspecified)	6.0	-11.4%	30.0%	-16.9%	6.8	-8.7%	2.0	3.5%	0.2%	-4.2%	-7.8%
CCOc1ccc(NC(=O)CCN2C(=O)CSc3ccccc32)cc1	3.7	nt	nt	-2.5%	7.3	?	nt	-3.9%	1.9%	0.1%	-2.6%

Bioassay records deposited in PubChem by National Center for Advancing Translational Sciences (NCATS).
